Source: PubChem BioAssay
TDP43 rescue = inhibitors of TDP-43 toxicity in yeast; TDP-43 expressing yeast growth rescue, BacTiter-Glo, 24 h; Potency, µM (titrated, usually from 46.1 µM), inactives show at the top dose growth rescue (activation), hits mostly activators; 1.8% of 410,000 active; AID 652104; also: % of control where 0% means no effect; nearly all actives have a fitted effect of over 50% in size
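Growth rescue of TDP-43-toxic yeast measured as ATP luminescence (BacTiter-Glo). Cells grown to mid-log in raffinose, induced in galactose at OD600=0.02, exposed to compound 24 hr at 30 deg C.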
GLP1R inv ag = acts as inverse agonist at human GLP-1 receptor | P43220 | HEK293 GLP-1R CRE-luciferase, luminescence, 24 h; GLP-1R form is constitutively active | Potency, µM (titrated, usually from 38.3 µM), for the others: at the highest dose activity change, negative = inhibition, usual class: inhibitors | 1.6% of 410,000 active; also: % is scaled to controls: 0 for no effect and ±100 for the full control effect; nearly all actives have a fitted effect of over 55% in size
Target sequence (P43220 whole entry, looked up): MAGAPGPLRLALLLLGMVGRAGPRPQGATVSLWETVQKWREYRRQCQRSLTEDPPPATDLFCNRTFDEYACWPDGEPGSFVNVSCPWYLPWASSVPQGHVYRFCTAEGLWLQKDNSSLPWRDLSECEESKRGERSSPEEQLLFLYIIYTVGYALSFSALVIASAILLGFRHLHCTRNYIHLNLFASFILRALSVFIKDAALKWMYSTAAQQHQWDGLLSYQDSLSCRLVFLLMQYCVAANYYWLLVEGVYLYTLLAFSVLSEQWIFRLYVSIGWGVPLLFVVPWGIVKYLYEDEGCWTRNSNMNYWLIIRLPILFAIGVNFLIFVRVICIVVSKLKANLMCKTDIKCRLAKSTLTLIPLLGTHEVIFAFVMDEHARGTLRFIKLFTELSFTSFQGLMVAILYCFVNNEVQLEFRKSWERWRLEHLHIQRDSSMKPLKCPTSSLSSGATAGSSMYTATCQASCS
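HEK293 cells stably co-expressing a cAMP-responsive luciferase reporter and constitutively active GLP-1R were seeded, incubated 12 h, then exposed to compounds for 24 h at 37 C. Luminescence was read 12 min after detection reagent; inverse agonists lower signal.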
HEK293 tox = cytotoxicity counter-screen for GLP-1 receptor inverse agonists. AID 624418. 0.13% of 410,000 active. Potency, µM (top dose mostly 38.3 µM), for inactives: at the top dose activity change, negative = inhibition, most hits filed as inhibitors. HEK293 cAMP-luciferase reporter cells, luminescence, 24 h;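 also: loss of luciferase light is scored as toxicity; % is scaled to controls: 0 for no effect and ±100 for the full control effect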
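MLSMR compounds, 24 hr on cells at 37 deg C/5% CO2; luminescence after luciferase reagent (12 min RT). Inhibition counted as the undesired cytotoxic outcome.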
HT1080NT lethal = kills 2HG-producing HT-1080-NT fibrosarcoma cells; HT-1080-NT fibrosarcoma viability, CellTiter-Glo ATP luminescence, 48 h; Potency, µM (titrated, usually from 46.1 µM), without a hit: at the top dose activity, negative = less viability, actives largely listed as cytotoxic; 1.6% of 360,000 active; AID 686970;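 also: NT is the 2HG producing partner of a matched IDH1 knockdown line; 0% = DMSO-treated cells and -100% = media-only wells without cells; nearly all actives have a fitted effect of over 55% in size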
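Viability by CellTiter-Glo luminescence after 48 h compound exposure at 37C of HT-1080-NT cells (750/well, RPMI, 5% FBS). % activity scaled between DMSO wells and medium-only wells, then curve-fitted and categorized by curve class.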
SW480 rereplic = DNA re-replication induction in SW480 cells; SW480 DNA re-replication, Hoechst DNA content imaging, 48 h; Potency, µM (top dose mostly 46.1 µM), inactives show at the highest dose re-replication activation, most hits filed as activators; 1.8% of 340,000 active; AID 624297; also: % of control where 0% means no effect; nearly all actives have a fitted effect of over 55% in size
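SW480 cells exposed to compounds for 48 hr at 37 C, 5% CO2, then Hoechst-stained 40 min. Nuclear DNA content imaged by fluorescence scanning (405 nm excitation, 500-530 nm emission); re-replication scored as increased high-intensity nuclei.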
GLP1R ag = GLP-1 receptor (human) agonism; 0.007% of 380,000 active; AID 624172; HEK293 GLP-1R CRE-luciferase, luminescence, 4-6 h; cells express a hypersensitive GLP-1R form; Potency, µM (doses to about 45.6 µM), inactives show top-dose activation, hits mostly activators; P43220; also: % of control where 0% means no effect
HT1080 IDH1KD tx = kills HT-1080 cells with IDH1 knockdown; HT-1080 IDH1 knockdown viability, ATP luminescence, 48 h; Potency, µM (top dose mostly 46.1 µM), inactives show at the highest dose activity, negative = toxicity, usual class: cytotoxic; 2% of 360,000 active; AID 686971;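 also: 0% = DMSO wells and -100% = cell-free medium wells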
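Assay cells: HT-1080 with IDH1 knockdown, 750 per well, RPMI/5% FBS. Exposure: 48 h at 37 °C following 2 h pre-incubation. Read: CellTiter-Glo luminescence; fitted concentration-response, curve class assigned.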
KB-V1 cytotox = kills drug-selected multidrug resistant KB-V1 cells; KB-V1 MDR cells viability, CellTiter-Glo, 72 h; Potency, µM (titrated, usually from 46.1 µM), for inactives: at the highest dose activity change, negative = cytotoxicity, most hits filed as cytotoxic; 3.4% of 400,000 active; AID 1347076; also: % is scaled to controls: 0 for no effect and ±100 for the full control effect; nearly all actives have a fitted effect of over 60% in size
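Cytotoxicity via CellTiter-Glo luminescence after 72 h compound exposure at 37 degrees C. Cells: drug-selected KB-V1 line, DMEM phenol-red free plus 10% FBS. Compounds tested at multiple concentrations; normalized data fitted to concentration-effect curves.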
KB-3-1 cytotox = kills parental KB-3-1 adenocarcinoma cells. AID 1347075. 1.4% of 400,000 active. KB-3-1 viability, CellTiter-Glo ATP luminescence, 72 h. Potency, µM (highest dose often 46.1 µM), for inactives: at the top dose activity change, negative = cytotoxic, usual class: cytotoxic; also: % is scaled to controls: 0 for no effect and ±100 for the full control effect; nearly all actives have a fitted effect of over 60% in size
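Viability of parental KB-3-1 cells, measured by CellTiter-Glo luminescence, followed a 72 h incubation at 37 °C with pinned compounds in phenol-red-free DMEM containing 10% FBS.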
Active calls of the source: *; ? = inconclusive; / = not tested or not shown; & = joins results of further samples; [ ] = dose if it differs, or a comment. Calls follow the shape of the dose curve; as a rule, active = well fitted curve in the direction sought with a large enough effect; inconclusive = small, poorly fitted or top-dose-only effect, or another doubt; inactive = no such curve, though single readings can be large; an effect the other way counts as inactive or inconclusive. Potency is read from the fitted curve at half-maximal effect.

SMILES	TDP43 rescue	GLP1R inv ag	HEK293 tox	HT1080NT lethal	SW480 rereplic	GLP1R ag	HT1080 IDH1KD tx	KB-V1 cytotox	KB-3-1 cytotox
CC(C)(C)c1ccc(Cn2nnc3c(=O)[nH]c(C4CCCN(C(=O)c5ccco5)C4)nc32)cc1 (stereo not given)	-21%	?	-39%	?	18%	21%	-8%	-14%	1%
Cc1cc(C)cc(Oc2ncnc3c2ncn3Cc2c(Cl)cccc2Cl)c1	-1%	-4%	-2%	5%	4%	1%	-2%	-20%	-4%
O=C(O)c1ccc2c3n(nc2c1)-c1ccc(Cl)cc1CO3	-2%	?	-2%	-7%	-12%	-15%	-9%	0%	-3%
CC(C)(C)OC(=O)N1CCC(C(=O)Nc2cccc(C(=O)N3CCCC3)c2)CC1	4%	3%	-5%	13%	0%	0%	12%	16%	16%
O=C(O)c1ccc(N2C(=O)c3cccc(Oc4ccc(Cl)cc4)c3C2=O)cc1	14%	3%	3%	6%	3%	-1%	11%	6%	21%
Cc1ccc(C(=O)OCC(=O)NC2CCCC2)cc1C	-7%	?	11%	14%	-10%	8%	1%	4%	7%
O=C(c1cc(-c2ccc(O)cc2)on1)N1CCc2ccccc2C1	14µM*	?	-7%	0%	4%	-2%	-4%	-1%	5%
O=C(Nc1ccc(NC(=O)c2ccccc2Cl)cc1)c1cccnc1	-9%	-18%	-7%	0%	1%	12%	8%	13%	11%
Cc1ccc(-c2nn(C)c(=O)c3ccccc23)cc1CNC(=O)/C=C/c1ccccc1	20%	-29%	-11%	-7%	-2%	2%	-20%	?	-14%
CCN1C(=O)CC(NNC(=O)c2ccccc2)C1=O (stereo not given)	10%	5%	-6%	-1%	-2%	-2%	2%	0%	5%
CCOc1ccccc1N1CCN(C(=S)Nc2ccc(S(=O)(=O)Nc3ncccn3)cc2)CC1	-6%	-26%	-22%	-2%	-2%	-1%	0%	-11%	1%
O=C(/C=C/c1ccccc1[N+](=O)[O-])Nc1cccnc1	0%	1%	-6%	-4%	-14%	5%	-3%	?	1%
CCC(=O)N1CCc2cc(S(=O)(=O)CCC(=O)NCc3ccc(C)cc3)ccc21	-1%&13%	14%&4%	-7%&-4%	-1%	?	0%&0%	-5%	-9%&21%	-8%&-4%
N#Cc1ccc(Oc2cnccn2)cc1	14%	16%	3%	22%	-2%	1%	20%	15%	2%
COc1cc2ccccc2cc1C(=O)Nc1ccccc1C	-6%	8%	0%	-3%	-3%	2%	0%	?	-12%
CC(=O)Nc1cccc(-c2ccnc3c2CC(C(=O)NCC2CC2)O3)c1 (stereo not given)	19%	-25%	-7%	-20%	/	-6%	?	2%	?
Cc1ccc2oc3c(c(=O)c2c1)C(c1ccc([N+](=O)[O-])cc1)N(CCCN1CCOCC1)C3=O (stereo not given)	0%[9.22 µM]	9%	3%	/	/	/	/	7%	-3%
Cc1cccc(NC(=O)c2cc([N+](=O)[O-])ccc2NC2CCCCC2)c1	1%	-26%	-29%	-11%	65%	-2%	-2%	13µM*	-2%
Cn1c2c(c(=O)[nH]c1=O)C(c1ccc(O)cc1)C1=C(N2)c2ccccc2C1=O (stereo not given)	-4%[9.22 µM]	55%[activator][7.66 µM]	1%[7.66 µM]	-6%	?	8%	-27%	0%	-14%
COC(=O)c1ccc(OCc2nc(N)nc(N3CCOCC3)n2)cc1	-16%	5%	4%	3%	3%	0%	3%	16%	-1%
CCc1nnc(NC(=O)CSc2nnc(-c3ccccc3NC(=O)c3ccccc3)o2)s1	-12%	-7%	1%	13µM*	?	0%	-25%[9.24 µM]	?	5%
CCOc1ccc2nc(NCCCNS(=O)(=O)c3ccccc3)c(C#N)cc2c1	-4%	0%	/	-1%	7.3µM*	8%	2%	?	?
Cc1ccc(NC(=O)CC(N)=S)cc1	5%	2%	2%	-1%	-17%	-1%	2%	-1%	-4%
COc1ccc(OCC(=O)Nc2nnc(C)s2)cc1	16%	-6%	0%	17%	-2%	-1%	13%	29%	16%
COc1ccccc1-n1c(=O)c2c3c(sc2n2c(=S)[nH]nc12)CCC3	25%	5%	-3%	-1%	-16%	-1%	2%	1%	11%
CC1(C(=O)NCCC#N)CCN1C(=O)Cc1ccc(-c2ccccc2)cc1 (stereo not given)	22%	0%	-4%	4%	/	2%	-12%	?	?
CCc1nnc(NC(=O)c2ccc(S(=O)(=O)N(C)c3ccccc3)cc2)o1	5%	-40%	-10%	-30%	15µM*	-5%	?	-2%	?
Cc1cc2nc3c(=O)n(C4CCCCC4)c(=O)[nH]c3nc2cc1N	17%	1%	394%[activator]	?	?	2%	?	3%	-21%
N#CCCN/N=C(\Cc1nc2ccccc2[nH]1)c1ccccc1	-20%	0%	3%	-15%	0%	6%	-19%	-5%	-4%
C1CC1Cc1noc(CN2CCN(CC3CC3)CC2)n1	-2%	?	9%[7.66 µM]	5%	-3%	3%	21%	-9%	16%

3 entries already listed, arranged by their value in SW480 rereplic, falling.
Molecule	SW480 rereplic
COC(=O)c1ccc(OCc2nc(N)nc(N3CCOCC3)n2)cc1	3%
N#CCCN/N=C(\Cc1nc2ccccc2[nH]1)c1ccccc1	0%
C1CC1Cc1noc(CN2CCN(CC3CC3)CC2)n1	-3%

(list continues)
SMILES	TDP43 rescue	GLP1R inv ag	HEK293 tox	HT1080NT lethal	SW480 rereplic	GLP1R ag	HT1080 IDH1KD tx	KB-V1 cytotox	KB-3-1 cytotox
Cc1ccc(NCc2nnc(SCC(=O)c3ccccc3)n2Cc2ccco2)c(C)c1	28%	?	3%	-4%	5%	-4%	-9%	-23%	3%
CCN(CC)CCn1c(NC(=O)c2ccc(Cl)cc2)nc2ccccc21	-12%	-5%	-4%	-4%	-3%	0%	-20%	?	5%
O=C(COC(=O)c1ccc(Cl)nc1)Nc1cc(S(=O)(=O)N2CCCCC2)ccc1Cl	7%[9.22 µM]	-7%	1%	4%	1%	2%	0%	-2%	8%
Cc1cc(Nc2ccc(C)c(Cl)c2)nc(N2CCOCC2)n1	-16%[1.82 µM]	?	3%	?	?	?	?	0%	-51%
O=C(O)c1cccc2cccc(-c3c4ccc(=O)c(O)c-4oc4c(O)c(O)ccc34)c12	?	-12%	8%	0%	15%	-17%	-2%	-11%	-21%
COc1ccc(NC(=O)Nc2ccc3nc(C)c(C)nc3c2)cc1	7%	3%	-6%	21%	0%	4%	13%	-18%	5%
Cc1cc(C)nc(SCCc2ccncc2)n1	-10%	13%	-13%	14%	-5%	4%	15%	0%	16%
S=C(c1ccc(-c2ccccc2Cl)o1)N1CCCCC1	13%	?	-26%	-3%	16%	17%	-6%	1%	-2%
COc1ccc(OC)c(/C=N/c2c(-c3ccc(O)c(OC)c3)nc3ccccn23)c1	-16%	-9%	-2%	-6%	?	0%	-2%	-11%	2%
COc1ccc(-c2nc(C#N)c(NCCCn3ccnc3)o2)cc1OC	0%	64%[activator]	-6%	3%	-2%	18%	5%	7%	?
COc1ccc(Cc2nc3ccc(C(=O)NC(C)C)cc3o2)cc1	7%	6%	-11%	2%	-14%	-6%	0%	3%	7%
CCOCCCNC(=O)c1ccc(CN2CCc3ccccc3C2)cc1	8%	-12%	-30%	2%	/	9%	-1%	-16%	0%
O=C(CSc1nc2[nH]c(=O)cc(O)c2s1)Nc1cccc(Br)c1	6%	5%	11%	-2%	-8%	-4%	0%	-22%	1%
Cc1cc(=O)oc2cc(OCC(=O)N3CCCC3)ccc12	-2%	13%	6%	1%	6%	3%	-8%	-5%	-14%
O=S(=O)(N/N=C/c1ccc2c(c1)OCCO2)c1ccccc1	-10%	-20%	-7%	1%	-3%	6%	9%	-18%	1%
COC(=O)c1ccc(NC2(C#N)C(=O)Nc3ccccc32)cc1 (stereo not given)	13%	?	?	-22%	30%	1%	-9%	13%	11%
CC(C)(C)CC(=O)NC(=S)Nc1ccccc1C(F)(F)F	16%	0%	?	?	?	1%	?	13%	12%
C/C(=N\NC(=O)c1ccc(F)cc1)c1ccc(N2CCOCC2)cc1	3%	5%	0%	-4%	6%	6%	-20%	15%	-7%

3 entries picked at random from those above:
SMILES	TDP43 rescue	GLP1R inv ag	HEK293 tox	HT1080NT lethal	SW480 rereplic	GLP1R ag	HT1080 IDH1KD tx	KB-V1 cytotox	KB-3-1 cytotox
Cc1cc(C)nc(SCCc2ccncc2)n1	-10%	13%	-13%	14%	-5%	4%	15%	0%	16%
COC(=O)c1ccc(NC2(C#N)C(=O)Nc3ccccc32)cc1 (stereo not given)	13%	?	?	-22%	30%	1%	-9%	13%	11%
O=C(CSc1nc2[nH]c(=O)cc(O)c2s1)Nc1cccc(Br)c1	6%	5%	11%	-2%	-8%	-4%	0%	-22%	1%
